H1N1 NS1A inhibition – NS1A inhibition, H1N1 influenza, cell based functional assay (AID 504329); inhibition, % at 12.5 µM; hits with a dose series show IC50 in µM; NS1A functional cell-based assay, percent inhibition; higher % means a stronger effect; hit rate 0.3% among 340,000; in the data active means a potency from the dose series; inconclusive means inhibition above about 27% without an active follow-up result; further: strong numbers were not always called active
inhibitors of VEEV – inhibitors of VEEV TC-83 cytopathic effect, confirmation, Vero cells (AID 588727). Vero cells, VEEV TC-83 cytopathic effect inhibition; higher % means a stronger effect. hit rate 0.13% among 350,000. inhibition, % at 20 µM; hits with a dose series show IC50 in µM; in the data active means a potency from the dose series; inconclusive means inhibition mostly from about 14% at the one dose, without a potency; inactive means the rest, 99 in 100 with inhibition below about 12%; further: strong numbers were not always called active
M. tuberculosis HTS – M. tuberculosis growth inhibition, HTS (AID 449762). hit rate 0.59% among 330,000. M. tuberculosis H37Rv growth inhibition, 7H9 media; higher % means a stronger effect. inhibition, % at 25 µM, or IC50 in µM where a hit was titrated; in the data active means a potency from the dose series; inconclusive means inhibition above about 70% without an active follow-up result;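 further: bacterial growth assessed after seven days of incubation; strong numbers were not always called active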
tuberculosis growth – growth inhibition of non-replicating M. tuberculosis (AID 488890). Mycobacterium tuberculosis non-replicating, growth inhibition; higher % means a stronger effect. inhibition, % at 25 µM; hits with a dose series show IC50 in µM. hit rate 0.39% among 320,000; in the data active means a potency from the dose series; inconclusive means inhibition mostly from about 82% at the one dose, without a potency; inactive means the rest, 99 in 100 with inhibition below about 76%;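 further: plate controls were DMSO cells for no effect and high antibiotic wells for full effect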
PhoP GFP inhibition – Inhibition of PhoP regulon, Salmonella typhi GFP reporter cells, confirmation, 4 h (AID 1850); Salmonella Typhi PhoP-promoter GFP reporter, fluorescence, 4 h; higher % means a stronger effect; hit rate 0.33% among 310,000; inhibition, % at 50 µM, or IC50 in µM where a hit was titrated; in the data active means a potency from the dose series; inconclusive means inhibition mostly from about 25% at the one dose, without a potency; inactive means the rest, 99 in 100 with inhibition below about 19%;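 further: 0% = induced wells with vehicle and 100% = uninduced wells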
inhibitors of VEEV 10K pilot screen – also measured in inhibitors of VEEV; calls as there; inhibition, %; measured here: 10K pilot screen inhibition
Starred values were filed as active, the others as inactive; i = inactive; u = inconclusive; x = no result given. Compounds as they come; about 1.6% have a hit in one of these screens.

SMILES	H1N1 NS1A inhibition	inhibitors of VEEV	M. tuberculosis HTS	tuberculosis growth	PhoP GFP inhibition	others
COc1ccc(NC(=O)CN2C(=O)NC(C)(c3ccc4c(c3)OCCO4)C2=O)cc1S(N)(=O)=O (centres undefined)	-5.6%	3.0%	0.3%	3.3%	x
Cc1cc(Cl)ccc1OCCCC(=O)NO	17.0%	5.8%	17.6µM*	i	-10.1%
COc1ccc(N2CC(C(=O)Nc3cccc(C)n3)CC2=O)cc1 (centres undefined)	3.5%	0.2%	-2.2%	-11.7%	-8.8%
COc1ccc(F)c(CN2CCC(CO)(Cc3cccc(C(F)(F)F)c3)CC2)c1	-2.6%	0.7%	4.3%	25.3%	0.5%
CCn1c(SCC(=O)N/N=C/c2c[nH]c3ccccc23)nnc1-c1ccc(Cl)cc1	1.6%	6.8%	5.5%	8.1%	12.8%
O=C1c2ccccc2-c2n[nH]c(=O)c3ccc(N4CCCCC4)c1c23	6.3%	4.5%	45.3%	8.5%	5.7%
O=C1[C@H]2[C@@H](c3ccc(F)cc3)N3C(=O)N(c4ccc(Br)cc4)C(=O)[C@@]3(Cc3ccccc3)[C@H]2C(=O)N1C1CCCCC1	-21.5%	1.7%	7.0%	16.9%	-34.4%
COc1ccc(Nc2nc(N3CCCC3)nc(N3CCOCC3)n2)cc1	-14.1%	1.0%	0.0%	2.5%	5.2%	inhibitors of VEEV 10K pilot screen=5.8
Cc1nc(-c2ccc(S(=O)(=O)N3CCN(CCc4ccccc4)CC3)s2)cs1	x	6.7%	2.9%	-1.4%	-12.2%
CCC(C)C(NC(=O)C1CCC(C)CC1)C(=O)Nc1ccc(OC)cc1 (centres undefined)	-0.8%	1.7%	-0.5%	20.6%	0.3%
COc1ccc2c(c1)[nH]c1c(=O)n(CC3CCCO3)cnc12 (centres undefined)	2.4%	6.2%	-9.7%	-12.6%	9.5%
CCOC(=O)c1c(C2CC2)csc1NC(=O)CSCc1c(C)noc1C	1.7%	1.8%	17.2%	26.9%	-10.0%
CC(CN1C(C)CCCC1C)OC(=O)c1ccccc1Br (centres undefined)	-22.8%	i	2.2%	-5.4%	-2.8%
Cn1c(=O)[nH]c(=O)c2c1nc(NCCc1ccccc1)n2CC(O)COc1ccccc1 (centres undefined)	-5.5%	2.3%	-9.9%	-0.2%	1.4%
CCC(C(=O)NC1CCCC1)n1c2ccccc2c2nc(=O)cc(C)n21 (centres undefined)	-6.0%	4.5%	x	x	x
CC(C)(C)NC(=O)C(c1cccs1)N(Cc1cccs1)C(=O)c1csnn1 (centres undefined)	-3.5%	1.9%	-2.5%	16.6%	2.1%
Oc1ccc(C(c2nnnn2C2CCCC2)N2CCc3ccccc3C2)cc1 (centres undefined)	5.4%	0.5%	3.8%	42.2%	4.2%
COc1ccc(C)cc1S(=O)(=O)N(CC(=O)O)c1ccc(C)cc1	-24.6%	2.9%	-6.7%	-8.3%	1.0%
CN(CC(=O)Nc1ccc(Cl)c(C(F)(F)F)c1)C(=O)C1CSC2(C)CCC(=O)N12 (centres undefined)	-6.7%	2.6%	-0.3%	-7.2%	-5.3%
COc1cccc(NC(=O)C2CCN(S(=O)(=O)c3ccc4[nH]c(=O)oc4c3)CC2)c1	4.2%	0.9%	-0.2%	7.8%	0.3%
O=C(CCCN1C(=O)S/C(=C\C=C\c2ccccc2)C1=O)Nc1ccc(C(=O)O)cc1	6.6%	0.2%	-3.3%	10.6%	9.0%
Cc1ccc(CN2CCNC(=O)C2CC(=O)N(C)Cc2cnccn2)cc1 (centres undefined)	-5.3%	i	0.3%	2.5%	-1.3%
CCc1cc2cc(C)c(C)cc2nc1SCC(=O)Nc1cc(C)on1	2.4%	i	1.5%	-18.3%	0.0%
CCOc1ccc(Oc2nc(C)cc(OC)n2)nn1	-0.5%	i	-3.7%	-2.8%	-11.4%
Cc1cc(NC(=O)COC(=O)C2CC(=O)N(c3ccccc3Cl)C2)no1 (centres undefined)	5.3%	0.1%	3.5%	-0.5%	1.7%

Overlap with the part before: 5 entries, then new ones.
SMILES	H1N1 NS1A inhibition	inhibitors of VEEV	M. tuberculosis HTS	tuberculosis growth	PhoP GFP inhibition	others
O=C(CCCN1C(=O)S/C(=C\C=C\c2ccccc2)C1=O)Nc1ccc(C(=O)O)cc1	6.6%	0.2%	-3.3%	10.6%	9.0%
Cc1ccc(CN2CCNC(=O)C2CC(=O)N(C)Cc2cnccn2)cc1 (centres undefined)	-5.3%	i	0.3%	2.5%	-1.3%
CCc1cc2cc(C)c(C)cc2nc1SCC(=O)Nc1cc(C)on1	2.4%	i	1.5%	-18.3%	0.0%
CCOc1ccc(Oc2nc(C)cc(OC)n2)nn1	-0.5%	i	-3.7%	-2.8%	-11.4%
Cc1cc(NC(=O)COC(=O)C2CC(=O)N(c3ccccc3Cl)C2)no1 (centres undefined)	5.3%	0.1%	3.5%	-0.5%	1.7%
O=C(C[C@@H]1C/C=C\CC[C@H](Cc2ccc(F)cc2)C(=O)OC[C@@H]2CCCN2C1=O)NCCO	-22.3%	2.0%	-3.9%	-4.5%	x
Cc1ccc(N(C(=O)c2snc(C(N)=O)c2N)C(C(=O)NCc2ccccc2)c2ccncc2)c(C)c1 (centres undefined)	3.5%	9.4%	3.2%	28.7%	-8.5%
CC1(C)CC(=O)C(C=NCCN2CCN(C(=O)C34CC5CC(CC(C5)C3)C4)CC2)=C(O)C1	-2.5%	0.1%	-4.6%	-6.4%	11.2%
O=C(OCN1C(=O)c2ccccc2C1=O)c1cccnc1SC(F)F	7.1%	0.1%	6.5%	27.7%	-1.8%
CCn1c(C)cc(C(=O)COC(=O)c2ccccc2[N+](=O)[O-])c1C	-3.3%	0.1%	-1.5%	8.2%	x
CCOC(=O)c1cc2c(nc1NC(=S)Nc1ccccc1)CC(C)(C)OC2	2.5%	0.9%	0.7%	-16.5%	-3.8%
O=C(COc1ccccc1)Nc1nc(-c2cccnc2)cs1	-8.8%	11.0%	-5.5%	15.3%	x
O=C1C=CC(=Nc2cccc3c2C(=O)c2ccccc2-3)O1	11.0%	2.0%	x	x	x
CCN(CC)CCNC(=O)c1ccc2c(c1)NC(=O)c1ccccc1S2	1.5%	i	3.9%	2.8%	11.7%
CCOC(=O)C1CCN(C2=NC(=O)/C(=C/c3ccc(Cl)cc3)S2)CC1	-1.7%	0.7%	-0.8%	46.4%	-2.0%
COC(=O)c1cc(C)c(C)cc1NC1OC(CO)C(O)C1O (centres undefined)	1.0%	1.2%	x	x	x
c1ccc2c(c1)CCOC2CNCCCN1CCCCC1 (centres undefined)	8.2%	1.5%	x	x	x
CC1=NN(C(=O)c2ccc(Cn3ccc([N+](=O)[O-])n3)cc2)C(O)(C(F)(F)F)C1 (centres undefined)	-1.8%	0.7%	-3.2%	x	-9.4%
Nc1nc(Nc2ccccc2)nc(NCCO)c1[N+](=O)[O-]	-18.4%	1.3%	-5.7%	1.4%	15.2%
Cc1ccc(S(=O)(=O)NCc2c(Cl)cccc2Oc2ccccc2)cc1	-6.6%	2.0%	6.8%	2.6%	-5.5%
Cc1ccccc1NC(=O)CCCN1C(=O)C2CC=CCC2C1=O (centres undefined)	-4.6%	2.2%	-13.1%	-2.4%	-9.6%
Cc1ccccc1Cn1c2ccccc2c2cnn(CC(=O)N3CCN(c4ccccc4)CC3)c(=O)c21	0.2%	8.2%	x	x	x
COc1ccc(/C=N/NC(=O)CCC(=O)Nc2ccc(Br)cc2)c(OC)c1	-17.7%	0.4%	-0.5%	20.5%	-8.8%
O=S(=O)(c1ccc(Cl)cc1)N(CCCN1CCOCC1)Cc1cccs1	6.0%	0.3%	-0.2%	3.0%	10.6%
Cc1nc(-c2ccc(F)cc2)c(CC(=O)N2CCN(S(=O)(=O)c3ccccc3Br)CC2)s1	21.5%	5.6%	-12.0%	-8.5%	-4.6%
O=C(Nc1ccc(S(=O)(=O)N2CCOCC2)cc1)c1nn(-c2ccc(F)cc2)ccc1=O	-5.8%	4.0%	5.9%	4.7%	0.1%
O=C(/C=C/c1ccccc1)Nc1cccc(S(=O)(=O)Nc2ccccc2F)c1	10.9%	9.8%	u	u	-2.5%
COC(=O)CSc1nc(C)c2ccc(OC)cc2n1	-2.1%	i	-10.5%	33.5%	-6.7%
O=[N+]([O-])c1ccc(-c2c(O)c3ccccc3c3nc4ccccc4nc23)cc1	2.0%	0.8%	6.3%	-3.4%	-7.4%	inhibitors of VEEV 10K pilot screen=0.3
O=C(O)c1ccc2c(c1)C(=O)N(c1cc(C(=O)O)ccc1Br)C2=O	-7.7%	i	-4.8%	-0.6%	-6.5%
Further entries follow:
SMILES	H1N1 NS1A inhibition	inhibitors of VEEV	M. tuberculosis HTS	tuberculosis growth	PhoP GFP inhibition	others
Cc1ccc2c(CC(=O)NCc3cccs3)coc2c1	-2.6%	0.2%	0.7%	24.5%	-2.4%
CNC(=S)N(Cc1ccc(OC)cc1)Cc1cc2cc(C)ccc2[nH]c1=O	x	1.1%	3.4%	1.2%	3.0%
Clc1ccccc1Nc1nc2ccccc2o1	7.1%	6.0%	-3.9%	6.4%	x
Cc1cc(C)c2c(=O)[nH]c(SCc3ccc([N+](=O)[O-])cc3)nc2n1	-4.6%	0.8%	0.7%	18.2%	-8.8%
COc1ccc(NC(=O)CC2C(=O)N(C)C(=S)N2CCc2ccccc2F)cc1 (centres undefined)	-3.0%	7.1%	-6.4%	25.7%	-4.5%
C=CCNc1nc2ccccc2nc1NS(=O)(=O)c1ccc(OC)cc1	-8.7%	0.8%	12.3%	21.6%	-1.8%
O=C(CSc1nnc2ccc(-c3ccncc3)nn12)Nc1ccc(F)cc1	-7.8%	1.8%	54.4%	23.9%	-6.0%
O=C(CSc1ncccc1-c1nc2ccccc2[nH]1)N1CCc2ccccc21	-5.9%	1.2%	-4.1%	-3.7%	-0.1%
CC(C)CCNC(=S)NC1CCCC1	0.8%	0.6%	7.0%	76.2%	-5.6%	inhibitors of VEEV 10K pilot screen=0.1
COc1cc(C)nc(OCCNC(=O)COc2ccc(Cl)cc2Cl)n1	-5.3%	0.4%	1.1%	13.8%	6.0%
O=C1N/C(=N/N=C/c2ccc(O)cc2)SC1Cc1ccccc1 (centres undefined)	11.6%	1.1%	-5.0%	15.1%	-3.7%
O=C(NCCc1ccccc1)C(=O)Nc1nccs1	-12.4%	1.1%	7.7%	63.9%	-2.3%
O=[N+]([O-])c1ccc2oc(-c3ccccc3)nc2c1	-6.9%	2.2%	3.4%	6.5%	13.8%
C=CCN(c1ccc(C(=O)N2CCCC2)cc1)S(C)(=O)=O	-12.1%	1.4%	-6.1%	5.6%	-0.4%
Cc1ccc(NC(=O)COC(=O)Cn2cnc3c2c(=O)n(C)c(=O)n3C)cc1F	-12.3%	0.8%	x	x	x
C=CCN1c2ccccc2[C@]23C[C@@H](C(=O)OC)N(C(=O)NCCC)C2=NC(C(=O)OC)=C(C(=O)OC)[C@H]13	8.1%	0.6%	0.1%	21.9%	8.0%
COc1ccccc1Nc1nc(NCCC(C)C)nc(N)c1[N+](=O)[O-]	x	1.5%	1.9%	-9.4%	3.0%
Fc1ccccc1-c1nnc2c3ccccc3nc(N3CCOCC3)n12	-2.6%	1.6%	-1.9%	3.4%	-3.2%	inhibitors of VEEV 10K pilot screen=1.1
Nc1nc(/C=C/c2ccc(F)cc2)nc(-c2ccccc2O)n1	25.0%	1.4%	-1.5%	-15.6%	-6.8%
CC(=O)c1ccc(NC(=S)N2CCC(Cc3ccccc3)CC2)cc1	-3.3%	4.6%	-1.1%	29.1%	-1.1%
CN(C(=O)NC(=O)C1=C(N2CCOCC2)/C(=C/c2ccccc2)CC1)S(C)(=O)=O	-0.8%	3.5%	2.1%	1.8%	-3.6%
CCN(CC)S(=O)(=O)c1ccc(N2CCOCC2)c(NC(=O)c2ccc(=O)[nH]c2)c1	-22.8%	i	2.8%	4.1%	x
COc1ccccc1NC(=O)COc1ccc(CO)cc1Cl	-5.9%	0.9%	29.4%	13.3%	-6.0%
CCOC(=O)CSC1=C(C#N)C(c2ccc(Cl)cc2)C(C(=O)OC)C(=O)N1 (centres undefined)	5.3%	i	-10.8%	39.3%	-6.0%
CCCCOc1ccc(/C(O)=C(\C#N)c2nc3ccccc3[nH]2)cc1	-6.6%	1.0%	4.8%	-13.2%	-3.4%
CC(C)CNC(C(=O)Nc1ccc([N+](=O)[O-])cc1Br)c1ccccc1 (centres undefined)	5.7%	i	5.0%	37.6%	-1.9%

No new results follow: two of the compounds above.
SMILES	H1N1 NS1A inhibition	inhibitors of VEEV	M. tuberculosis HTS	tuberculosis growth	PhoP GFP inhibition	others
C=CCN(c1ccc(C(=O)N2CCCC2)cc1)S(C)(=O)=O	-12.1%	1.4%	-6.1%	5.6%	-0.4%
Cc1ccc(NC(=O)COC(=O)Cn2cnc3c2c(=O)n(C)c(=O)n3C)cc1F	-12.3%	0.8%	x	x	x

Bioassay records as filed in PubChem BioAssay.
